Bioassay records as filed in PubChem.
F508del corr – correctors of CFTR F508del function in bronchial epithelial cells; 350,000 tested, 0.36% active; CFBE cells, YFP halide quenching; stimulated with forskolin plus potentiator P3; % fluorescence drop versus neutral controls; activity (quench increase), % at 7.58 µM; AID 720511;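 active = mean added fluorescence quench of at least 8% versus neutral control, with both replicates also reaching 8%; inconclusive = only one of the mean or replicate conditions met; inactive = mean below 8% and not both replicates reaching 8%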;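 also: cells transiently co-express mutant CFTR-F508del with the halide-sensitive YFP; corrector assay measuring rescue of mutant channel to the surface after 24 h compound exposure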
DENV2 CPE rescue – inhibitors of DENV2 cytopathic effect; DENV2-infected cells, cytopathic effect rescue, plate reader; CPE inhibition, % at 9.99 µM; 350,000 tested, 1.7% active; in the data active = CPE inhibition above about 20%, passing the limit was not always enough; inconclusive = no clear call, values can overlap the other calls; tested in BHK-21 cells;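 also: 0% = median of neutral control wells and 100% = median of positive control wells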
GSIS activator – GLuc luminescence reporter in INS-1E cells, primary screen for activators of glucose-dependent secretion of insulin; AID 743287; INS-1E GLuc reporter insulin secretion, 2-3 h; activation, % at 16.6 µM; 370,000 tested, 0.61% active;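 active = lowest replicate activation of at least 40%, so every replicate reaches that level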;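 also: 0% = median of neutral control wells and 100% = median of IBMX positive control wells; some compounds called inactive have numbers as strong as hits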
miR-122 sensor – miR-122 inhibition in Huh7 cells; Huh7 miR-122 Renilla luciferase sensor, 48 h; neutral wells = 0, positive control = 100; activation (reporter increase), % at 12.5 µM; 340,000 tested, 0.3% active; AID 602342;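 active = mean replicate activation score at least 90 and every replicate individually at or above 90; inconclusive = only one of the two criteria met; inactive = neither criterion met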;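 also: higher luciferase means less miR-122 activity so hits act as miR-122 inhibitors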
PAX8 inh HTS – PAX8 transcriptional activity inhibition; RMG-I TPO-luciferase reporter, SteadyGlo, 24 h; inhibition, % at 12.6 µM; 360,000 tested, 1.2% active; AID 652154;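 active = mean replicate inhibition at least 60% with every replicate also reaching 60%; inconclusive = only one of the two criteria is met; inactive = mean below 60% and not all replicates reaching 60%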;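 also: luciferase light reporting Pax8 driven TPO promoter activity; plate controls were median of neutral control wells for no effect and mitoxantrone controls for full effect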
EWS-Fli block – inhibitors of EWS/Fli oncoprotein transcriptional activity. A673 NR0B1-luciferase reporter, viability-normalised. inhibition, % at 12.6 µM. 350,000 tested, 0.67% active;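 active = mean inhibition of at least 50% after viability correction, with every replicate also passing that limit; inconclusive = mean reaches 50% but only one of two replicates passes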;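 also: firefly luciferase signal divided by Alamar Blue viability fluorescence both relative to DMSO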
FN deposit inh – fibronectin deposition inhibition. AH1F fibroblasts, Alexa488-fibronectin deposition fluorescence, overnight. inhibition, % at 12.6 µM. 350,000 tested, 0.086% active;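 active = mean inhibition across replicates of 30% or more, regardless of how many single replicates reach that level; inconclusive = mean under 30% yet at least half of replicates reach 30%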;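 also: positive control wells lacked labelled fibronectin entirely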
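Material – AH1F fibroblast monolayer, labelled fibronectin deposition · Reagent – labelled fibronectin 24 nM · Timing – 1 h adhesion, overnight exposure · Measured by – fluorescence at 485 nm excitation, 525 nm emission · Read-out – inhibition of fibronectin deposition signal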
* marks the source's active call; other numbers are inactive results; ? = inconclusive; . = not tested or not shown; [ ] = remark or other dose.

SMILES	F508del corr	DENV2 CPE rescue	GSIS activator	miR-122 sensor	PAX8 inh HTS	EWS-Fli block	FN deposit inh
C[C@H](NC(=O)C[C@H]1CC[C@H]2[C@@H](COC[C@H](O)CN2C(=O)Nc2cccc(Cl)c2)O1)c1ccccc1	-1.4	.	-25	-3[16.7 µM]	-5	-7	2
COc1ccc(-n2c(SCC(=O)NNC(=O)c3ccc(C)cc3)nnc2-c2ccncc2)cc1	.	.	17	-3	9	.	4
O=C(Nc1cccc(C(F)(F)F)c1)c1csc([C@@H]2O[C@H](CO)[C@H](O)[C@H](O)[C@H]2O)n1	-1.4	-4	6	-1	-1	-4	14
CCCC#Cc1cnc2c(c1)C(=O)N([C@H](C)CO)C[C@@H](C)[C@@H](CN(C)C(=O)c1ccc(F)cc1)O2	2.4	-2	-27	3[16.7 µM]	.	-16	.
CNC[C@H]1OCCCC[C@H](C)Oc2ccc(NS(=O)(=O)c3cn(C)cn3)cc2C(=O)N([C@@H](C)CO)C[C@@H]1C	-1.2	1	21	31[16.7 µM]	-12	6	.
Cc1c(OC(C)C(=O)NCC(O)c2ccccc2)ccc2c3c(c(=O)oc12)CCCC3 (centres undefined)	2.2	-4	-12	-8	27	.	10
COc1ccc(S(=O)(=O)N(C)C[C@H]2Oc3ccc(N(C)C)cc3C(=O)N([C@@H](C)CO)C[C@@H]2C)cc1	4.6	14	-3	19[16.7 µM]	-37	-4	.
CCOc1ccccc1Nc1nnc(SCC(=O)Nc2ccc3[nH]c(=O)[nH]c3c2)s1	2.7	-4	.	2	-6	6	0
NS(=O)(=O)c1ccc(NC(=O)CSc2nnc(C3CC3)n2C2CC2)cc1	0.5	-3	-8	.	-3	-2	-5
CCCOc1ccc(C(=O)N/N=C/c2ccc(-c3ccc(S(=O)(=O)Nc4ncccn4)cc3)o2)cc1	.	.	-1	14	.	.	4
COc1ccc(-c2cc(C(=O)Nc3ccc4c(c3)OCO4)no2)cc1	0.6	3	1	.	-21	8	-2
N=C(N)N=Nc1c(O)[nH]c2ccc(Br)cc12	.	.	8	.	-6	.	-6
O=C(COC(=O)c1ccccc1-n1cnnn1)c1ccc(F)c(F)c1	-0.6	4	-2	-7	7	-66	2
CC(=O)NCc1ccc(C(=O)COC(=O)COc2ccc(Cl)c(C)c2)s1	-1.3	65*	3	1	2	6	1
O=C(NC[C@H]1CC[C@H]2[C@H](CN2C(=O)CN2CCOCC2)O1)NC1CCCCC1	0.3	0	.	.	.	-4	.
O=C(OCCCOc1ccc(F)cc1)c1ccc(O)cc1O	-2.2	8	-18	-4	-16	6	-6
COc1ccc(/C=N\NC(=O)CCc2c(C)n[nH]c2C)c(OC)c1OC	1.6	6	1	.	-6	7	1
C=CCNC(=O)c1ccccc1NC(=O)COc1ccccc1	4.2	8	3	.	6	2	4
COC(=O)/C(=N/Nc1ccccc1)N1CCCc2ccccc21	-0.1	.	9	-3	24	-10	6
Cc1cccc(C)c1NC(=O)C(c1cc2ccccc2o1)N1CCC(c2ccccc2)CC1 (centres undefined)	-0.7	-1	8	.	8	9	15

Copied from the list.
C[C@H](NC(=O)C[C@H]1CC[C@H]2[C@@H](COC[C@H](O)CN2C(=O)Nc2cccc(Cl)c2)O1)c1ccccc1 @ FN deposit inh: 2
O=C(NC[C@H]1CC[C@H]2[C@H](CN2C(=O)CN2CCOCC2)O1)NC1CCCCC1 @ DENV2 CPE rescue: 0

Remaining list, next part:
SMILES	F508del corr	DENV2 CPE rescue	GSIS activator	miR-122 sensor	PAX8 inh HTS	EWS-Fli block	FN deposit inh
O=C1CNC(=O)/C1=C/c1ccc(O)cc1	.	.	.	-2	2	.	-1
C[C@H]1CN([C@@H](C)CO)C(=O)c2cc(NC(=O)Cc3cn(C)c4ccccc34)ccc2O[C@@H]1CN(C)C	1.0	-13	-2	6[16.7 µM]	1	.	.
N#C[C@@H]1[C@@H](c2ccccc2)[C@@H](CO)N1S(=O)(=O)Cc1ccccc1	0.6	3	13	.	1	-1	0
C[C@@H]1CN([C@@H](C)CO)C(=O)Cc2cc(NC(=O)Nc3ccc(C(F)(F)F)cc3)ccc2O[C@H]1CN(C)S(=O)(=O)c1ccc(Cl)cc1	4.1	?	2	-1[16.7 µM]	.	4	.
CS(=O)(=O)c1cccc(C(=O)Nc2ccc(S(=O)(=O)N3CCCCC3)cc2)c1	-0.9	-4	-1	-2	.	22	-4
C[C@@H]1CN([C@@H](C)CO)C(=O)c2cc(NC(=O)NC3CCCCC3)ccc2O[C@@H](C)CCCCO[C@@H]1CN(C)C(=O)c1ccncc1	-3.1	-8	0	5[16.7 µM]	-8	-3	.
COCC(=O)Nc1ccc2c(c1)OC[C@@H](C)N(C(=O)COC)C[C@@H](C)[C@H](OC)CN(C)C2=O	-2.5	53*	11	.	6	-2	-2
Cc1onc(-c2ccccc2)c1CNS(=O)(=O)c1ccccc1[N+](=O)[O-]	-2.5	-2	10	.	-4	-1	4
CCCCn1c(N)c(N(CCOC)C(=O)c2ccc(OCc3c(C)noc3C)cc2)c(=O)[nH]c1=O	6.6	1	-2	-5	-11	-4	-11
COc1cc(/C=N/NC(=O)CCN2CCN(Cc3ccccc3)CC2)cc(OC)c1OC	.	.	32	0	17	.	-1
CC(=O)N(C)C[C@@H]1Oc2cc(-c3ccc(C#N)cc3)ccc2S(=O)(=O)N([C@@H](C)CO)C[C@H]1C	1.0	9	9	-1[16.7 µM]	.	10	6
COc1cccc(-c2ccc([C@H]3[C@H]4CN(C(=O)C5CCC5)CC(=O)N4[C@H]3CO)cc2)c1	1.5	?	-13	.	2	-1	4
CN(C)/C=C(/C(=O)c1ccc(Cl)c(Cl)c1)S(C)(=O)=O	-0.8	-3	-36	4	-6	3	5
CCc1ccc(CNC(=O)C2CCCN(c3nnc(C)c4c(C)n(-c5ccccc5)nc34)C2)cc1 (centres undefined)	-3.9	1	-24	-1	89*	35	-23
N#Cc1ccc(NC(=O)Cn2c3[n+](c4ccc(C(F)(F)F)cc42)CCCCC3)cc1	1.0	-6	7	.	-4	6	-9
Cc1noc(C)c1NC(=O)N(C)C[C@H]1Oc2c(NC(=O)Nc3ccc4c(c3)OCO4)cccc2C(=O)N([C@@H](C)CO)C[C@@H]1C	-2.2	-1	-2	4[16.7 µM]	.	-8	.
CC1CCC(C(=O)NC(C(=O)NCCc2ccc(S(N)(=O)=O)cc2)C(C)C)CC1 (centres undefined)	0.3	1	-8	-2	12	13	-1
C[C@H](CO)N1C[C@H](C)[C@@H](CN(C)CC2CCCCC2)OCc2ccccc2-c2c(n(C)c3ccccc23)C1=O	-1.1	-5	-1	.	6	8	-2
Cc1cccc(C)c1NC(=O)C1(C)CSCC(=O)N1CCc1ccc(O)cc1 (centres undefined)	1.5	-8	2	.	-2	1	7
CC(C)NC(=O)Nc1ccc2c(c1)C(=O)N(C)[C@@H]1CC[C@H](CC(=O)NCc3ccc(F)cc3)O[C@H]1CO2	.	12	1	.	-12	7	-19
COc1ccc(N2C(=O)CSC23CCCCC3)cc1	.	.	.	-4	12	.	-7
COCC(=O)Nc1ccc2c(c1)C(=O)N(C)C[C@@H](OC)[C@H](C)CN(C(=O)c1ccccc1F)[C@@H](C)CO2	-1.0	3	4	1[16.7 µM]	-1	-10	0
CC(=O)NC(Cc1ccccc1)C(=O)OCC(=O)c1ccc(F)cc1 (centres undefined)	.	.	-9	.	16	.	0
COc1cc(/C=N/n2cnnc2)ccc1OCC(=O)N1CCOCC1	2.3	1	11	.	-22	-8	2
Cc1ccccc1-c1nc(CSc2nc3c(c(=O)[nH]2)CCC3)c(C)o1	-4.8	-7	.	-7	1	15	-7
CO[C@H]1CN(C)C(=O)c2cc(NC(=O)c3ccc4c(c3)OCO4)ccc2OC[C@H](C)N(CC2CC2)C[C@H]1C	-0.1	2	9	.	-8	2	.
CCOc1ccccc1OCC(=O)Nc1ccc(S(=O)(=O)Nc2nc(C)cc(C)n2)cc1	.	.	.	17	-11	.	-5
COC(=O)C[C@H]1CC[C@H]2[C@@H](COc3ccc(NS(=O)(=O)c4ccccc4Cl)cc3C(=O)N2C)O1	-1.1	1	2	.	.	9	-21
CC(=O)NCCNC(=O)c1ccc(Sc2ccccc2)c([N+](=O)[O-])c1	3.6	.	17	-3	1	7	-4
C[C@@H]1CN([C@H](C)CO)C(=O)Cc2cc(NC(=O)CCN3CCOCC3)ccc2O[C@@H]1CN(C)Cc1ccc(Oc2ccccc2)cc1	-0.8	16	7	-6[16.7 µM]	.	16	.
CCc1ccc(C(=O)NC(=S)NCc2cccnc2)cc1	1.8	6	4	.	-22	.	-6
CC(C)Nc1nnc(SCC(=O)Nc2ccc(F)cc2)s1	-0.8	-5	-2	.	.	-14	.
CSc1ncccc1C(=O)Nc1ccc(C)cn1	0.0	-7	6	-5	-26	1	3
O=C(OCCCc1cc2ccccc2c(=O)o1)N1CCOCC1	0.3	4	8	2	-14	-8	-5
O=C1CC(c2ccccc2)c2cc(O)ccc2O1 (centres undefined)	2.2	-5	-3	42	.	5	.
Cc1ccc(S(=O)(=O)N(C)C[C@H]2OCCCC[C@H](C)Oc3ccc(NS(=O)(=O)c4cn(C)cn4)cc3C(=O)N([C@@H](C)CO)C[C@@H]2C)cc1	0.2	6	7	4[16.7 µM]	-8	-3	-4
O=C(NCc1ccccn1)C1(C(F)(F)F)C/C(=C\CCO)CCCO1 (centres undefined)	2.6	-5	-4	.	3	-21	-13
Cn1c(CSCc2ccc(Cl)c(Cl)c2)n[nH]c1=S	.	.	-4	2	2	.	-2
CC(C)(C)C(=O)N1CCN(c2nc3ccc(Br)cc3s2)CC1	-2.3	-2	4	2	-155	.	-1
CCOC(=O)C1CCN(C(=S)Nc2ccc(CC)cc2)CC1	1.5	0	-6	-4	-12	-9	9
Cn1c2[n+](c3ccc(Cl)cc3c1=O)Cc1ccccc1-2	0.8	-3	.	3	9	-8	0
COc1ccc(OCCN2CCC(C(=O)NC(C)c3cccc4ccccc34)CC2)cc1 (centres undefined)	4.8	1	-7	6	20	8	5
C[C@@H]1CCCCO[C@H](CN(C)S(=O)(=O)c2cccs2)[C@H](C)CN([C@H](C)CO)C(=O)c2cc(NC(=O)Nc3ccccc3)ccc2O1	0.1	?	0	3[16.7 µM]	7	4	13
C=CCn1c(CC(=O)Nc2ccc(C)cc2C)nnc1SCC(=O)N1CCOCC1	-0.3	-1	-5	.	-3	1	.
O=C(Nc1ccc(S(=O)(=O)N2CCCC2)cc1)C1CCN(S(=O)(=O)c2ccc(F)cc2)CC1	2.4	-9	-8	-12	45	8	2
Cc1nc(-c2cccc(S(=O)(=O)N3CCCCC3)c2)cs1	-0.8	6	-35	.	19	11	0
CC(C)NC[C@@H](O)c1ccc(O)c(O)c1	-1.5	-10	.	-7	8	-7	1
CCOc1ccc(S(=O)(=O)N2CCN=C2c2ccccc2)cc1	-0.1	14	6	14	.	55*	-5
CO[C@H]1CN(C)C(=O)c2cc(NS(C)(=O)=O)ccc2OC[C@@H](C)N(CC2CCOCC2)C[C@H]1C	1.0	6	1	.	4	10	7
COc1ccccc1N1CCN(CC(=O)Nc2ccccc2C(=O)NCCc2ccccc2)CC1	-5.5	-1	.	7	3	-41	-2
CCCc1ccc(-c2cc(C(=O)NCCc3ccc(S(N)(=O)=O)cc3)c3ccccc3n2)cc1	.	.	-23	-3	.	.	-7
Cc1ccc(NC(=O)C2(NC(=O)c3cccc(N4C(=O)CSC4c4ccccc4)c3)CCCCC2)cc1 (centres undefined)	.	.	-13	45	24	.	12
CC(C)NC(=O)N(C)C[C@H]1OCCCC[C@H](C)Oc2ccc(NS(=O)(=O)c3ccc(F)cc3)cc2C(=O)N([C@H](C)CO)C[C@@H]1C	-0.7	-10	-2	5[16.7 µM]	-6	-1	1
